Assay outcomes: PubChem BioAssay, several laboratories
NPY1 pot ag: NPY-Y1 receptor potentiators or agonists, primary screen, cell-based. Neuropeptide Y receptor type 1 (Homo sapiens), P25929. NPY-Y1 expressing cells, potentiator/agonist activation. activation, % at 3.6 µM. actives 0.37% (n = 220,000). AID 1304, 2008; in the data active = activation above about 33%, passing the limit was not always enough;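 note: cells stimulated with NPY at EC10 then isoproterenol at EC100; 0% = low agonist plus stimulus and 100% = saturating agonist plus stimulus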
Ba/F3 V617F tox: reduced viability of JAK2V617F-dependent Ba/F3 cells, primary screen, JAK2V617F inhibitor project, cell-based, Ba/F3 EpoR-JAK2V617F, luminescence; actives 1.1% (n = 220,000); AID 1446, 2008; inhibition, % at 5.6 µM; ATP luminescence;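 active = inhibition above the campaign mean plus 3 SD over all tested compounds, cut at about 24% in these data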;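 note: cytokine-independent growth of Ba/F3 cells driven by EpoR plus mutant JAK2; 0% = DMSO-treated cells and 100% = JAK inhibitor I control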
RBBP9 inh: human RBBP9 inhibitors, primary screen, biochemical, fluorescence polarization, FP-Rh probe, HTS; Serine hydrolase RBBP9 (Homo sapiens), O75884; recombinant RBBP9; inhibition, % at 7.94 µM; actives 0.2% (n = 220,000); AID 1515, 2009;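 active = inhibition above the campaign mean of all tested compounds plus 3 SD, cut at about 14% in these data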;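 note: plate controls were DMSO wells with RBBP9 for no effect and wells lacking RBBP9 protein for full effect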
Target sequence (O75884 whole entry, looked up): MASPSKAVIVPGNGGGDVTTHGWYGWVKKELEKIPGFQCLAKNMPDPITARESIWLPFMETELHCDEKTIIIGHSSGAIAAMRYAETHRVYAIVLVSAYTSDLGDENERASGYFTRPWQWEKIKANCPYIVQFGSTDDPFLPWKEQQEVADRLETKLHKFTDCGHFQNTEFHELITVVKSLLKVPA
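System: RBBP9 protein / Quantity: 2.5 µM RBBP9 dispensing solution, before mixing / Also added: Serine-hydrolase probe FP-Rh, 375 nM pre-mixing / Dosing: 7.94 µM single dose, 0.794% DMSO / Timing: enzyme-compound preincubation 30 min, then probe labeling 45 min, 25 °C / Signal: FP readout at 525/598 nm / Controls: DMSO-treated enzyme wells and wells lacking RBBP9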
Runt-CBFb FRET: inhibitors of RUNX1 Runt–CBFb binding, primary screen, biochemical, FRET, Cerulean-Runt, Venus-CBFb, uHTS; Runt-related transcription factor 1 (Homo sapiens) + Core-binding factor subunit beta …; Cerulean-Runt/Venus-CBFb FRET ratio 530/480, 1 h; inhibition, % at 20 µM; actives 0.46% (n = 220,000); AID 1496, 2009;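 active = inhibition over about 50% at 20 µM in the single-dose screen, limit read from the data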;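 note: 0% = DMSO wells and 100% = excess unlabeled CBFb competitor control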
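Measured by: fluorescence energy transfer, 422 nm excitation, 530/480 nm emission; test system: Cerulean-tagged RUNX1 Runt domain (FRET donor) fusion protein; buffer or medium: Tris pH 7.5 buffer with BSA; compound: one dose, 20 µM compound, 1% DMSO; times: two 1 h room-temperature incubations shielded from light; benchmarks: unlabeled CBFb 5 µM, positive control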
BaF3 parental: parental Ba/F3 cell viability inhibition, counter-screen for JAK2V617F inhibitor project, murine pro-B, CellTiter-Glo luminescence; CellTiter-Glo ATP luminescence; actives 1.1% (n = 220,000); inhibition, % at 5.6 µM;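 active = inhibition above a per-campaign cutoff, the mean inhibition of all tested compounds plus 3 SD, cut at about 27% in these data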;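 note: 0% = DMSO wells and 100% = JAK Inhibitor I control wells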
NPY2 pot ag: NPY-Y2 potentiators or agonists, primary screen, cell-based | cells expressing NPY-Y2, potentiator/agonist read-out | activation, % at 3.6 µM | actives 0.45% (n = 220,000) | AID 1359, 2008; in the data active = activation above about 27%;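 note: cells stimulated with NPY near EC25 plus isoproterenol at EC100; 0% = vehicle plus submaximal agonist and 100% = vehicle plus saturating agonist; some results beyond the cut were filed as inactive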
Target sequence (P49146 whole entry, looked up): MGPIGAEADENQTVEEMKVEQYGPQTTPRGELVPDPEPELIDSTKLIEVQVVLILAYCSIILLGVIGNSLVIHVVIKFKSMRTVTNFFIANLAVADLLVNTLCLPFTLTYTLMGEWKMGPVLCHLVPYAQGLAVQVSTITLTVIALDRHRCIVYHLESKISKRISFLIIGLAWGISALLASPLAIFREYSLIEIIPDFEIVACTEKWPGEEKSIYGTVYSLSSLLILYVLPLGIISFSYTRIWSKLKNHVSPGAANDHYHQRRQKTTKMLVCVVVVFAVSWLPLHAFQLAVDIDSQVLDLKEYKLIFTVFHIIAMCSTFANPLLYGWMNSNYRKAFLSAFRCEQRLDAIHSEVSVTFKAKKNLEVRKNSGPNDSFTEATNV
S1P4 antag: S1P4 receptor antagonists, primary screen, cell-based | Sphingosine 1-phosphate receptor 4 (Homo sapiens), O95977 | S1P4-expressing cells, antagonist mode, reporter read-out | inhibition, % at 4.98 µM | actives 0.26% (n = 220,000) | AID 1510, 2009; in the data active = inhibition above about 29%;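 note: 0% = wells stimulated with agonist and 100% = vehicle wells without agonist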
Target sequence (O95977 whole entry, looked up): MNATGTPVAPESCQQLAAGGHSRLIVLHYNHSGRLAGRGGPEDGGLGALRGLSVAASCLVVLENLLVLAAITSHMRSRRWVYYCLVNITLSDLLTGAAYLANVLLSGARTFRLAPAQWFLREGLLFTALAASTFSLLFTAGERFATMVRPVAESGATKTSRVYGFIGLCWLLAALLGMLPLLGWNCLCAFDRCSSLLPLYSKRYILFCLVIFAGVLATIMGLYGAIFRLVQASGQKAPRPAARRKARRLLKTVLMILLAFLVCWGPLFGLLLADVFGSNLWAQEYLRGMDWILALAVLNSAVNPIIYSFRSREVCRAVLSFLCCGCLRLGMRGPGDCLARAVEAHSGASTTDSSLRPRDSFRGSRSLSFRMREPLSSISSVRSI
NPY Y1 blocker: NPY-Y1 receptor antagonists, primary screen, cell-based | Neuropeptide Y receptor type 1 (Homo sapiens), P25929 | HEK293-CNG Y1 cells, membrane potential fluorescence; NPY at EC95, then isoproterenol | inhibition, % at 3.6 µM | actives 1% (n = 200,000);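 active = inhibition above the campaign mean inhibition of all tested compounds plus 3 SD, cut at about 20% in these data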;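 note: 0% = DMSO wells given NPY plus isoproterenol and 100% = isoproterenol alone without NPY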
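Test system: HEK293 cells co-expressing NPY Y1 receptor and cyclic-nucleotide gated channel; Also added: NPY (25 nM), isoproterenol (1 µM), Ro 20-1724 (25 µM); Compound dosing: one concentration, 3.6 µM, in 0.4% DMSO; Timing: dye 3 h, compound 60 min room temperature, stimulation 45 min; Technique: Membrane-potential fluorescent dye readout.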
S1P4 ag: S1P4 receptor agonists, primary screen, cell-based. S1P4-expressing cell line, agonist reporter assay. Sphingosine 1-phosphate receptor 4 (Homo sapiens), O95977. actives 0.35% (n = 220,000). activation, % at 4.98 µM; in the data active = activation above about 11%;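 note: 0% = DMSO vehicle and 100% = reference agonist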
Starred values were filed as active, the others as inactive; · = no result given. The order is random; 3.6% or so of the library scored in one or more.

SMILES	NPY1 pot ag	Ba/F3 V617F tox	RBBP9 inh	Runt-CBFb FRET	BaF3 parental	NPY2 pot ag	S1P4 antag	NPY Y1 blocker	S1P4 ag
COc1cc([C@@H]2c3cc4c(cc3[C@H](O)[C@H]3COC(=O)[C@H]23)OCO4)cc(OC)c1OC	-25	97*	-2	-2	93*	-19	18	20	-2.5
CCNc1nc(NCC)nc(Nn2cnnc2)n1	-36	3	-15	1	0	2	-16	8	3.2
CCOC(=O)C(=O)c1csc(NC(=O)CCSc2ccc(C)cc2)n1	2	1	-10	-1	3	-11	-4	-3	-1.5
Cc1cccc(-n2c(Cc3cc(=O)[nH]c(=O)[nH]3)nnc2SC(C)C)c1	9	1	-8	0	6	8	-9	7	1.9
Cc1ccc(-n2c(=O)c(C#N)cc3c(=O)n4cccc(C)c4nc32)cc1	16	-6	-4	122*	3	0	-6	-2	3.2
COc1cccc(/C(C)=N/NC(=O)Cc2c(C)[nH][nH]c2=O)c1	4	-1	1	0	5	-5	-10	10	1.1
CC/C(=N\NC(C)=O)c1ccc(OC(F)F)cc1	-14	5	-1	-1	8	-17	-3	-1	0.4
NC(=O)COC(=O)c1ccc(C(=O)C(=O)c2ccccc2)cc1	7	-3	-7	2	6	7	-8	4	2.4
COCCNc1nc2c(c(=O)n(Cc3ccc(OC)cc3)c(=O)n2C)n1C	-2	-3	-8	-2	-2	12	-39	-7	0.1
COc1ccc(NC(C)=O)cc1NC(=O)CSc1nc2ncccc2[nH]1	-15	7	-6	2	0	-2	-4	5	1.2
COc1cc(NS(=O)(=O)c2cc(C)ccc2OC)c(OC)cc1Cl	8	-2	-7	-1	1	12	-15	5	-1.0
C(=C\c1ccccc1)/CSc1nc2ncccc2[nH]1	20	-2	3	0	-3	-24	-9	·	0.6
C=CCSc1nnc(NC(=O)c2ccc(Cl)nc2)s1	6	-4	0	2	-1	12	-13	4	0.8
O=C(O)COc1ccc(=O)n(-c2ccccc2)n1	6	1	0	4	4	-8	-11	-10	0.4
Brc1ccc(OCCOCCN2CCOCC2)cc1	-4	4	-10	-1	4	1	-13	9	0.3
CCOC(=O)CN(C(=O)CNC(=O)c1ccco1)C(C(=O)NC1CCCCC1)c1cccs1 (configuration not stated)	-6	-3	-2	-2	3	2	3	-2	-0.6
O=C(CSc1ncccn1)N1CCc2ccccc2C1	9	0	-13	2	7	-11	-28	5	0.5
O=c1[nH]c(N2CCc3ccccc3C2)nc2c1CCC2	7	-2	-11	0	0	8	-2	0	-0.1
NC(=O)Cc1nc(-c2ccc(Br)cc2)cs1	14	-4	-3	0	6	10	-2	4	0.7
CCOC(=O)Cc1csc(NC(=O)c2cc3c(s2)CCCC3)n1	-8	-3	3	1	6	3	-21	-1	-2.1

Rewritten with two lines to a compound: part of the list above
Every second line gives: NPY1 pot ag	Ba/F3 V617F tox	RBBP9 inh	Runt-CBFb FRET	BaF3 parental	NPY2 pot ag	S1P4 antag	NPY Y1 blocker	S1P4 ag
COc1cc(NS(=O)(=O)c2cc(C)ccc2OC)c(OC)cc1Cl
→ 8	-2	-7	-1	1	12	-15	5	-1.0
C(=C\c1ccccc1)/CSc1nc2ncccc2[nH]1
→ 20	-2	3	0	-3	-24	-9	·	0.6
C=CCSc1nnc(NC(=O)c2ccc(Cl)nc2)s1
→ 6	-4	0	2	-1	12	-13	4	0.8
O=C(O)COc1ccc(=O)n(-c2ccccc2)n1
→ 6	1	0	4	4	-8	-11	-10	0.4
Brc1ccc(OCCOCCN2CCOCC2)cc1
→ -4	4	-10	-1	4	1	-13	9	0.3
CCOC(=O)CN(C(=O)CNC(=O)c1ccco1)C(C(=O)NC1CCCCC1)c1cccs1 (configuration not stated)
→ -6	-3	-2	-2	3	2	3	-2	-0.6
O=C(CSc1ncccn1)N1CCc2ccccc2C1
→ 9	0	-13	2	7	-11	-28	5	0.5
O=c1[nH]c(N2CCc3ccccc3C2)nc2c1CCC2
→ 7	-2	-11	0	0	8	-2	0	-0.1
NC(=O)Cc1nc(-c2ccc(Br)cc2)cs1
→ 14	-4	-3	0	6	10	-2	4	0.7

(continued)
SMILES	NPY1 pot ag	Ba/F3 V617F tox	RBBP9 inh	Runt-CBFb FRET	BaF3 parental	NPY2 pot ag	S1P4 antag	NPY Y1 blocker	S1P4 ag
CC(C)(C)C(=O)Nc1ccc(C(=O)N/N=C/c2ccccc2OC(=O)c2ccccc2)cc1	-16	2	-26	-1	9	2	-14	6	-0.8
CCOc1cc(C2c3c(oc4cc(C)c(Cl)cc4c3=O)C(=O)N2Cc2ccco2)ccc1O (configuration not stated)	-3	4	-3	-4	7	-11	3	2	-0.9
CC(=O)OCCn1c2nc(=O)[nH]c(=O)c-2nc2cc(C)c(C)cc21	-12	3	0	-172	-1	-26	26	·	-0.6
O=C(Nc1cccc([N+](=O)[O-])c1)c1ccc(-c2ccccc2)cc1	-23	-1	-6	-1	6	8	-3	1	-1.2
CC1CCCN(S(=O)(=O)c2ccc3c(c2)n(C)c(=O)c(=O)n3C)C1 (configuration not stated)	21	-2	-5	2	2	-21	-1	·	0.6
CCc1c(C)n([O-])c2c([n+]1=O)CCCCC2	-5	0	-9	1	4	-10	-20	2	0.4
O=C(N/N=C/c1ccc(C(F)(F)F)cc1)c1ccc(O)cc1	-6	1	-1	3	1	1	-13	1	2.5
O=C(CSc1nnc2ccccn12)NCc1cccs1	-10	-2	-1	2	-4	11	-19	-4	-0.1
Cc1cccc(NC(=O)N2CCN(Cc3ccc(Cl)cc3)CC2)c1	16	0	0	-1	5	10	-9	4	1.1
COc1ccc(NS(=O)(=O)c2cc(NC(=O)c3cc(F)c(F)c(F)c3F)ccc2N2CCCC2)cc1	-2	-4	-17	3	-8	10	-11	·	-1.1
CN(C)C(CNC(=O)c1cccc(S(=O)(=O)N2CC3(C)CC2CC(C)(C)C3)c1)c1ccco1 (configuration not stated)	-3	-1	-8	-6	7	2	-7	-5	-2.5
O=C(NC1CCS(=O)(=O)C1)c1cccc(S(=O)(=O)N2CCCC2)c1 (configuration not stated)	10	2	0	1	10	1	3	-4	0.1
CC1(C)Cc2c(cnn2-c2ccccc2)-c2c1c1ccccc1n2CC(O)CCl (configuration not stated)	29	1	-4	-2	7	21	-44	-5	-0.1
O=C(O)c1cc(N/N=C/c2cccnc2)ccc1Cl	18	-1	-1	-3	4	20	-15	·	1.0
O=C(CCCOc1ccccc1)Nc1ccc(S(=O)(=O)N2CCOCC2)cc1	-4	-3	-4	-1	2	-4	-3	-4	-3.0
COc1ccc(CNC(=O)COC(=O)CC2CC3CCC2C3)cc1OC (configuration not stated)	2	-1	-1	-5	3	-6	-4	-1	1.0
Cc1ccc(C)n1-c1cccc(NC(=O)c2ccccc2)c1	7	2	-9	0	7	-2	-3	14	-0.2
COc1cc(NC2c3ccccc3C(=O)N2Cc2ccccc2)cc(OC)c1OC (configuration not stated)	-2	4	-7	-1	-2	-17	-15	·	1.3
Cc1cc(C)cc(N2C(=O)CC(N(C(=O)c3ccco3)c3cc(C)cc(C)c3)C2=O)c1 (configuration not stated)	-10	-2	-4	-1	4	2	2	1	0.9
CCOC(=O)c1c(C)nn(Cc2ccccc2)c1N	3	-3	-13	2	6	5	-1	-4	-2.2
Nc1oc2ccc(F)cc2c(=O)c1C=O	10	-3	3	-1	1	11	-7	-3	-0.4
Cc1ccc(C)c(NC(=S)NNC(=O)c2ccco2)c1	-6	-5	11	3	2	-7	2	2	3.5
CCn1c(SCC(=O)c2cc(OC)ccc2OC)nnc1C1CC1	-24	-4	-8	2	3	0	-9	0	0.5
COc1ccc(-c2cc(C(F)(F)F)n3nc(C(=O)NCc4ccco4)cc3n2)cc1OC	-12	-3	0	0	3	-6	3	6	-3.0
C/C(=N/NC(=O)CSc1nc2ccccc2n1C)c1ccc(O)cc1	1	-1	-4	1	7	-9	-16	1	1.1
Cc1ccc(O)c(NC(=O)c2cc(-c3ccc(F)cc3)on2)c1	-1	0	2	2	7	-8	-3	2	2.0
O=C(NNC(=O)c1cccs1)c1ccc(S(=O)(=O)N2CCCCC2)cc1	-21	-5	1	2	0	-2	-12	-2	0.9
N/C(=N\OC(=O)c1cccc(Cn2cc(C(F)(F)F)ccc2=O)c1)c1ccccc1	22	-1	-12	-2	-2	-14	7	·	1.0
CCCCCCCCn1cc(C(C)=O)c(=O)[nH]c1=O	-19	-4	1	·	-1	-28	-21	9	2.8
S=C(NCc1cccs1)Nc1cc(Cl)cc(Cl)c1	18	-2	-26	0	-4	0	14	·	1.0
COc1ccc(CN(Cc2cccn2C)C(=O)c2cc3cc(OC)ccc3[nH]2)cc1	-1	-1	7	0	-1	2	16	·	0.0
COCCCn1c(SCc2ccccc2)nc2cc(OC)c(OC)cc2c1=N	-22	-2	3	-1	2	-11	-9	9	1.1
CCN(CC)C(=O)c1nn(-c2ccccc2)c2c1C1CCC2(C)C1(C)C (configuration not stated)	-32	2	-5	-3	3	13	-13	15	0.7
O=C(CCN1CCc2ccccc2C1)Nc1ccccc1	-8	-1	-6	0	2	17	5	-3	-1.5
COc1ccc(CC(=O)NCC2COc3ccccc3O2)cc1 (configuration not stated)	3	3	0	-2	6	-8	4	7	0.5
COC(=O)c1ccc(C(=O)OC)c(NC(=S)N2CCCC(C)C2)c1 (configuration not stated)	13	0	-3	17	3	-6	4	4	1.2
